PAFAH2 FP inh: PAFAH2 enzyme inhibitors, primary screen, biochemical, fluorescence polarization, human. Platelet-activating factor acetylhydrolase 2, cytoplasmic (Homo sapiens), Q99487. recombinant PAFAH2, FP-rhodamine activity probe. inhibition, % at 3.39 µM. 0.99% of 340,000 active. AID 492956, 2010;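 active means inhibition above the mean over all tested compounds plus 3 SD, cut at about 30% in these data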;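 further: inhibitors block probe labeling of enzyme so polarization drops; 0% = enzyme with DMSO and 100% = wells lacking PAFAH2 protein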
PAD4 inh: human PAD4 inhibitors, primary screen, biochemical, fluorescence polarization, 1536-well format; recombinant PAD4, RCA probe fluorescence polarization; inhibition, % at 6.36 µM; 0.41% of 330,000 active;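 active means percent inhibition above a cutoff equal to the mean of all tested compounds plus 3 SD, cut at about 15% in these data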;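 further: 0% = PAD4 with RCA probe and DMSO and 100% = probe without PAD4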
LYPLA2 inh: LYPLA2 inhibitors, primary screen, counter-screen for PME1 inhibitor project, biochemical, fluorescence polarization, FP-Rh probe ABPP. Acyl-protein thioesterase 2 (Homo sapiens), O95372. recombinant LYPLA2. inhibition, % at 5.9 µM. 0.38% of 320,000 active;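 active means inhibition above the screen-wide mean plus 3 SD, limit set per campaign, cut at about 26% in these data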;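 further: 0% = LYPLA2 with DMSO and 100% = wells lacking LYPLA2 enzyme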
PREPL inh: PREPL enzyme inhibitors, primary screen, biochemical, fluorescence polarization; Prolyl endopeptidase-like (Homo sapiens), Q4J6C6; 0.68% of 320,000 active; recombinant PREPL, fluorescence polarization activity-based probe; inhibition, % at 5.96 µM; in the data active means inhibition above about 43%;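 further: 0% = enzyme with DMSO and 100% = wells lacking enzyme; many of its hits are not listed in these tables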
Target sequence (Q4J6C6 whole entry, looked up): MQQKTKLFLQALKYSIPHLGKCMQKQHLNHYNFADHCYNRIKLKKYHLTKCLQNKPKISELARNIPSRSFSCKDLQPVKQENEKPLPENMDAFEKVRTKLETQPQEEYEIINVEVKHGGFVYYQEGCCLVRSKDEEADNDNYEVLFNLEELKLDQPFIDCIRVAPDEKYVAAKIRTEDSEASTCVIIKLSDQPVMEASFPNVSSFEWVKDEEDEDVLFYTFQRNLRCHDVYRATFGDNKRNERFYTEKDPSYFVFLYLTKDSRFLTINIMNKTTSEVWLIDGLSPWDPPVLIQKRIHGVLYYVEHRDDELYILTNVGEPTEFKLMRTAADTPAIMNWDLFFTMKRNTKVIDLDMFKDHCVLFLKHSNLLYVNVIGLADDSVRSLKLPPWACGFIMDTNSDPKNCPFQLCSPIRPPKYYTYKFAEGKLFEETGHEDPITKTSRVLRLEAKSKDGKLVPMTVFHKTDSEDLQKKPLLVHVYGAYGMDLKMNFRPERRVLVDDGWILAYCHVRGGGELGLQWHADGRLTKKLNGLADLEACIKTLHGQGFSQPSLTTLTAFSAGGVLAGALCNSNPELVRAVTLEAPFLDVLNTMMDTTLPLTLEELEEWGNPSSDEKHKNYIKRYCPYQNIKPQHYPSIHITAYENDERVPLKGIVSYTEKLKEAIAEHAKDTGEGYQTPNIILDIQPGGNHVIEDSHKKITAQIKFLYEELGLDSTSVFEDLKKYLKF
PAFAH1B3 inh: PAFAH1B3 enzyme inhibitors, primary screen, biochemical, fluorescence polarization, human. recombinant PAFAH1B3, FP-rhodamine probe. inhibition, % at 3.39 µM. 0.28% of 340,000 active. AID 492972, 2010. Platelet-activating factor acetylhydrolase IB subunit alpha1 (Homo sapiens), Q15102;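 active means inhibition above the screen-wide average of all tested compounds plus 3 SD, cut at about 25% in these data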;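 further: 0% = enzyme with DMSO only and 100% = wells lacking PAFAH1B3 protein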
Target sequence (Q15102 whole entry, looked up): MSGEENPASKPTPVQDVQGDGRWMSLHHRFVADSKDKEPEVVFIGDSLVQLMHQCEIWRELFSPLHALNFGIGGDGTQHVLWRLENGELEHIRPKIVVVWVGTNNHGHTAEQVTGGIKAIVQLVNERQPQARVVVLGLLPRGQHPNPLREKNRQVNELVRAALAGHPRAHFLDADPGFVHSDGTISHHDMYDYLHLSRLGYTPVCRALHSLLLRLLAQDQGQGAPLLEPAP
GSTO1 inh: inhibitors of recombinant GSTO1, primary screen, counter-screen for RBBP9 inhibitor project, biochemical, fluorescence polarization; AID 1974, 2009; inhibition, % at 5.96 µM; 1.1% of 300,000 active; activity-based probe fluorescence polarization; Glutathione S-transferase omega-1 (Homo sapiens), P78417;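 active means inhibition above the campaign mean inhibition plus 3 SD, cut at about 35% in these data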;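 further: 0% = GSTO1-1 with DMSO and 100% = wells lacking GSTO1-1 enzyme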
pPAFAH inh: pPAFAH enzyme inhibitors, primary screen, biochemical, fluorescence polarization, human; Platelet-activating factor acetylhydrolase (Homo sapiens), Q13093; recombinant pPAFAH, FP-rhodamine probe fluorescence polarization; inhibition, % at 3.39 µM; 1.5% of 330,000 active;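 active means inhibition above the mean inhibition across the screen plus 3 SD, cut at about 25% in these data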;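 further: inhibitors block binding of the rhodamine activity-based probe so polarization drops; 0% = enzyme with DMSO and 100% = wells lacking pPAFAH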
PAFAH1B2 inh: PAFAH1B2 enzyme inhibitors, primary screen, biochemical, fluorescence polarization, human; Platelet-activating factor acetylhydrolase IB subunit alpha2 (Homo sapiens), P68402; recombinant PAFAH1B2, FP-rhodamine activity probe; inhibition, % at 3.39 µM; 1.2% of 340,000 active;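 active means inhibition above the mean of all tested compounds plus 3 SD, cut at about 24% in these data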;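 further: 0% = enzyme with DMSO and 100% = wells lacking PAFAH1B2; many of its hits are not listed in these tables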
LYPLA1 inh: LYPLA1 inhibitors, primary screen, counter-screen for PME1 inhibitor project, biochemical, fluorescence polarization, FP-Rh probe ABPP. Acyl-protein thioesterase 1 (Homo sapiens), O75608. recombinant LYPLA1. inhibition, % at 5.9 µM. 0.16% of 320,000 active. AID 2174, 2009;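 active means inhibition above the mean of all tested compounds plus 3 SD, set per campaign, cut at about 14% in these data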;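 further: inhibitors block serine hydrolase probe labeling of LYPLA1 so polarization falls; 0% = enzyme with DMSO and 100% = wells lacking LYPLA1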
Numbers without * were called inactive; nt = no result given. Not all compounds are listed; rates above refer to the full screens.

SMILES | PAFAH2 FP inh | PAD4 inh | LYPLA2 inh | PREPL inh | PAFAH1B3 inh | GSTO1 inh | pPAFAH inh | PAFAH1B2 inh | LYPLA1 inh
CNc1ncc(C(=O)c2ccc(-c3ccccc3)cc2)s1 | -2 | -1 | -8 | -11 | -2 | -16 | -3 | 3 | 1
CC(Nc1cccc2ccccc12)C(=O)N/N=C/c1ccccn1 (stereo unspecified) | 23 | -1 | 5 | 10 | 36* | 10 | 3 | 11 | -1
COC(=O)C1=C(C)N(CC2CC2)C(=NCc2cccc(C(F)(F)F)c2)N[C@H]1c1ccccc1 | 2 | -6 | nt | -17 | 11 | nt | 0 | 2 | nt
COc1ccc(NC(=O)CN(C)CC(=O)Nc2cccc(F)c2)cc1Cl | 5 | -1 | 1 | -2 | 0 | 3 | 3 | 0 | -6
CCc1cc(CC)c(/C=N/NC(N)=O)c(CC)c1 | 4 | -3 | -5 | 8 | 3 | -6 | 3 | 0 | -1
CC(=O)c1ccc(OCCOc2ccc(C#N)cc2)cc1 | -2 | 0 | 14 | -3 | 1 | -2 | 2 | 2 | 0
O=C1N=C2SCCN2/C1=C\c1c(Cl)cccc1Cl | -9 | 4 | -16 | -10 | -4 | -20 | -4 | -4 | -5
CCN(CC)c1ccc(NC(=O)CCc2nnc3ccc(N4CCCC4)nn23)c(C)c1 | 1 | -2 | 0 | 7 | -4 | 2 | 5 | 5 | 1
S=C(Nc1ccc(Cl)cc1)c1nc2ccccc2[nH]1 | 1 | -8 | -10 | -7 | 3 | -12 | -3 | 3 | -4
Cc1ccc(-n2nc(-c3cccs3)cc2C(=O)NCC2CCCO2)c(C)c1 (stereo unspecified) | -2 | -4 | 2 | -14 | -8 | -5 | 19 | 4 | 3
COc1cc(OC)cc(C(=O)NCC(=O)OCC(=O)/C=C2/N(C)c3ccccc3C2(C)C)c1 | 0 | -9 | 0 | -2 | 2 | 11 | 5 | 0 | -3
COc1ccc(NC(=O)CSc2nncn2C)cc1 | 2 | -3 | -10 | 13 | 0 | 2 | -4 | -3 | 2
Cn1nccc1C(=O)OCC(=O)Nc1nc(-c2ccccc2)cs1 | -1 | -4 | -2 | -18 | 6 | 2 | 1 | 4 | -6
COCC(C)NC(=O)c1cc2cc(OC)ccc2[nH]1 (stereo unspecified) | -8 | 4 | 2 | 5 | 5 | 6 | 8 | 2 | 9
N#C/C(=C\c1ccc(F)cc1F)S(=O)(=O)c1ccccn1 | -3 | 2 | -3 | -2 | 6 | 11 | -13 | 2 | -2
Cc1ccc(C(C)C)c(OCCNC(=S)Nc2cccc3ccccc23)c1 | -8 | 2 | -16 | -8 | -3 | -1 | 8 | -3 | -9
CCCOc1cccc(C2C(C(=O)c3ccco3)=C(O)C(=O)N2c2nnc(C)s2)c1 (stereo unspecified) | -8 | -14 | -5 | -3 | 6 | 0 | 1 | 2 | -4
CN(C)c1nc(OCC(=O)NC(C)(C)C)nc(N(C)C)n1 | -2 | -1 | 5 | -8 | 10 | -3 | -4 | 3 | 4
CC(=O)c1cccc(OCC(O)CNCCc2ccc(Cl)cc2)c1 (stereo unspecified) | 2 | 1 | 8 | 0 | 0 | 0 | 6 | 5 | 3
O=C(N/N=C/c1ccc([N+](=O)[O-])o1)c1cn(-c2ccccc2)nc1-c1ccc(F)cc1 | nt | -1 | -12 | 8 | nt | 2 | 11 | nt | -6
Cc1ccc(S(=O)(=O)N(CC(O)CN2C(=O)NC(C)(C)C2=O)c2cccc([N+](=O)[O-])c2)cc1 (stereo unspecified) | -1 | 3 | 1 | 12 | 1 | 0 | -2 | 10 | 2
COc1cc(OC)cc(C(=O)Nc2ccc(S(=O)(=O)N(C)C)cc2)c1 | -6 | 3 | 3 | -1 | 3 | 0 | -2 | 1 | -1
CCOCc1c(C(=O)Nc2ccc(OC)nc2)oc2ccccc12 | -4 | -6 | -1 | 2 | 9 | -7 | 0 | 3 | -2
COc1ccc(Oc2ncnc3c2oc2ccc(Br)cc23)cc1 | 6 | 0 | -2 | 9 | -4 | -7 | 0 | 2 | 0
CC(C)(C)OC(=O)N1CCN(C(=O)Cn2cc(CCO)nn2)CC1 | -7 | -1 | 0 | -6 | 2 | 1 | 3 | 2 | -4
Next part:
SMILES | PAFAH2 FP inh | PAD4 inh | LYPLA2 inh | PREPL inh | PAFAH1B3 inh | GSTO1 inh | pPAFAH inh | PAFAH1B2 inh | LYPLA1 inh
CCOc1ccc(NC(=S)N2CCC(NC(=O)c3ccccc3)CC2)cc1 | 0 | -4 | -2 | -1 | 3 | 4 | 2 | 8 | -3
O=c1[nH]c2ccccc2n2c(=S)[nH]nc12 | 3 | 5 | 6 | 12 | 3 | 1 | 4 | 2 | 2
CCN(CC)CC(C)CNC(=O)CN1C(=O)CSc2ccc(S(=O)(=O)N3CCOCC3)cc21 (stereo unspecified) | -6 | -3 | -4 | 12 | 0 | -4 | 2 | -2 | -4
Cc1c(N)cc(C(=O)N2CCOCC2)cc1[N+](=O)[O-] | 1 | 4 | -1 | -3 | 8 | 1 | -5 | 2 | -3
O=C(/C=C/c1ccccc1)Nc1sc2c(c1C(=O)O)CCC2 | 9 | -4 | 2 | 15 | 3 | 4 | 18 | 15 | -1
CCCCN(C)CCCNC(=O)CCn1nc(-c2ccccc2)ccc1=O | -6 | -6 | -2 | -13 | 1 | 4 | -1 | -1 | -3
CC1(C)CC[C@]2(CO)[C@@H](O)C[C@]3(C)C(=CCC4[C@@]5(C)CC[C@H](O)C(C)(C)C5CC[C@]43C)[C@@H]2C1 (stereo partly specified) | nt | -2 | 1 | -4 | nt | 4 | -3 | nt | -2
COc1ccc(/C=N/NC(=O)c2nc(-c3ccccc3)n(-c3ccccc3)n2)cc1OC | 5 | -3 | -3 | -1 | -1 | -9 | 1 | -1 | -6
Cc1ccc2c(c1)C(=O)C(=O)N2CC(=O)OC(C)C | -12 | -1 | 3 | -40 | 13 | 2 | 4 | 3 | 0
COc1cc(CNCCc2c[nH]c3ccccc23)ccc1OCc1ccc(F)cc1 | -1 | -2 | 9 | -84 | -4 | 3 | 8 | -1 | -2
CCCCn1cnc2cc(C)c(C)cc21 | -4 | 1 | -5 | -8 | 5 | 1 | 4 | 1 | -2
O=C(NCc1ccccc1)c1onc(CSc2nc3ccccc3[nH]2)c1C(=O)NCc1ccccc1 | -39 | -2 | -61 | -17 | -9 | -7 | -12 | 1 | -21
Cc1ccccc1C(=O)N1CCC(C(=O)Nc2ccc(S(=O)(=O)N3CCCC3)cc2)CC1 | 4 | 1 | 13 | 0 | 8 | 2 | 2 | 2 | 5
N#Cc1cc(C(=O)c2cc(Cl)ccc2O)cn(CC2CCCO2)c1=O (stereo unspecified) | -8 | -5 | -1 | 4 | -3 | -4 | 1 | 3 | 0
Cc1ccccc1OCC(=O)NNC(=O)c1ccc(-c2ccccc2)cc1 | 4 | 4 | -15 | -17 | -8 | -1 | -4 | 0 | -3
Cc1cc(C)nc(SCC(=O)NN=C2CCCC2)n1 | 4 | -8 | 0 | 28 | 5 | 3 | 5 | 5 | 0
COc1ccccc1C(=O)OCC(=O)N1CCC(Cc2ccccc2)CC1 | 3 | 2 | 6 | 14 | 1 | nt | 1 | 3 | 1
O=c1c2ccccc2sn1-c1ccc(F)cc1 | -6 | 42* | 10 | 24 | 4 | nt | 2 | 7 | 1
C=CCOC(=O)C(C#N)c1nc2ccccc2nc1N1CCN(c2ccccc2OCC)CC1 (stereo unspecified) | 2 | 2 | -3 | 3 | 3 | -1 | 3 | 4 | 1
CC[C@]12c3[nH]c4ccccc4c3CCN1C(=O)C(CC(=O)NCc1ccc(OC)c(OC)c1)C[C@@H]2C(=O)N1CCN(C(=O)C2CC2)CC1 (stereo partly specified) | -7 | -4 | nt | 31 | 5 | nt | -1 | 7 | nt
CCn1cc(C2=NOC(C(=O)Nc3ccccc3C(=O)OC)C2)c(C)n1 (stereo unspecified) | 4 | 1 | 0 | 9 | -6 | 4 | -1 | 4 | 0
Cc1ccccc1NC(=O)CN1C(=O)S/C(=C/c2cccnc2)C1=O | -6 | 6 | 13 | 7 | 8 | -12 | 6 | 2 | -1
Cc1sc(NC(=O)CS(=O)(=O)c2ccccc2)c(C(N)=O)c1C | -2 | -3 | -3 | 3 | 5 | 0 | 3 | 3 | -1
C=CCn1c(SCC(=O)NCCCC)nc2scc(-c3ccco3)c2c1=O | 7 | -1 | -1 | 1 | -4 | -6 | 13 | 2 | -4
Cc1ccc2cc(CCNC(=O)C3CCCCC3)c(=O)[nH]c2c1C | 12 | 4 | 6 | -6 | 2 | 0 | 4 | 3 | 3
Remaining list, next part.
SMILES | PAFAH2 FP inh | PAD4 inh | LYPLA2 inh | PREPL inh | PAFAH1B3 inh | GSTO1 inh | pPAFAH inh | PAFAH1B2 inh | LYPLA1 inh
CC(C)Oc1ccc(C(=O)Nc2nnc(C3=COCCO3)o2)cc1 | 6 | -3 | -5 | -1 | 5 | 2 | 2 | 5 | 3
Brc1ccc(-c2noc(COc3ccc4c(c3)CCC4)n2)o1 | -10 | -2 | -3 | -7 | 8 | 5 | 5 | 10 | -2
CCOc1ccccc1Nc1nc2ccccc2n1C(C)C | 8 | -6 | 1 | 11 | 8 | 0 | 5 | 9 | 2
CCOc1ccccc1NC(=O)CSc1n[nH]c(=O)n1-c1ccccc1 | -1 | 0 | 3 | -2 | -3 | 3 | 3 | 6 | 2
CCOC(=O)c1ccc(NC(=O)CCc2nnc3ccc(N4CCCC4)nn23)cc1 | -1 | 8 | 1 | 3 | 3 | -2 | 4 | 1 | -3
COc1cc2[nH]c(=S)nc(Nc3ccc(NC(C)=O)cc3)c2cc1OC | 8 | -3 | 9 | 6 | 6 | 13 | 9 | 3 | -1
Cc1ccc(-c2noc(CCC(=O)Nc3ccccc3C)n2)cc1 | -4 | -6 | 9 | 5 | 7 | 5 | 1 | 7 | 1
CCCCCCCC(=O)Nc1cc(C(=O)NCc2ccc(C)cc2)ccc1N1CCC2(CC1)CC(c1ccccc1)=NO2 | 2 | -3 | -2 | -40 | -9 | 0 | -5 | 5 | -1
CCc1nc2ccccc2c(=O)n1NC(=O)c1c(O)c2cccc3c2n(c1=O)CCC3 | 10 | -1 | 3 | -2 | 6 | 5 | -2 | 15 | -2
COc1ccc(NC(=O)c2cc(CC(C)C)on2)cc1OC | 2 | 3 | -8 | -2 | 1 | -1 | 2 | 1 | 0
COc1cccc(Oc2nccc(N(C)C)c2C#N)c1 | nt | -3 | 0 | 6 | nt | 11 | -3 | nt | -1
O=C(Nc1ccc2c(c1)OCCO2)c1cncc(Br)c1 | -1 | 1 | 5 | 13 | 5 | -7 | 2 | 6 | 5
CCOCCCNC(=O)c1c[nH]c2ccc(C)cc2c1=O | -3 | 2 | 6 | 3 | 1 | 3 | 3 | 5 | 1
Cc1cc(F)ccc1S(=O)(=O)N1CCCOC1CNC(=O)C(=O)NCCCN1CCOCC1 (stereo unspecified) | -1 | -2 | -1 | -2 | 6 | -2 | 6 | -2 | 0

Screening data deposited in PubChem BioAssay by The Scripps Research Institute Molecular Screening Center.
